ERp5 inh: inhibitors of ERp5-driven insulin aggregation, primary screen, biochemical, turbidity, absorbance 650 nm, single point | Protein disulfide-isomerase A6 (Homo sapiens), Q15084 | 90 min | inhibition, % at 9.99 µM | actives 0.05% (n = 350,000);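 active = mean replicate inhibition above about 25%, with every replicate also reaching it, limit read from the data, passing the limit was not always enough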
E-sel inducer: E-selectin induction in HUVECs, primary screen, imaging, HUVEC, immunofluorescence imaging, single point; P16581; normalized: neutral wells 0, TNF-alpha wells 100; activation, % at 7.58 µM; actives 0.37% (n = 260,000); AID 686992, 2013;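 active = mean E-selectin-positive cell signal at least 10% of the positive control, reached in at least 60% of replicates, without over 20% cell loss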;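 also: in these data hits start at about 27%; measured in HUVEC primary endothelial cells; signal is the percent of cells scored E-selectin positive by PE staining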
Target sequence (P16581 whole entry, looked up): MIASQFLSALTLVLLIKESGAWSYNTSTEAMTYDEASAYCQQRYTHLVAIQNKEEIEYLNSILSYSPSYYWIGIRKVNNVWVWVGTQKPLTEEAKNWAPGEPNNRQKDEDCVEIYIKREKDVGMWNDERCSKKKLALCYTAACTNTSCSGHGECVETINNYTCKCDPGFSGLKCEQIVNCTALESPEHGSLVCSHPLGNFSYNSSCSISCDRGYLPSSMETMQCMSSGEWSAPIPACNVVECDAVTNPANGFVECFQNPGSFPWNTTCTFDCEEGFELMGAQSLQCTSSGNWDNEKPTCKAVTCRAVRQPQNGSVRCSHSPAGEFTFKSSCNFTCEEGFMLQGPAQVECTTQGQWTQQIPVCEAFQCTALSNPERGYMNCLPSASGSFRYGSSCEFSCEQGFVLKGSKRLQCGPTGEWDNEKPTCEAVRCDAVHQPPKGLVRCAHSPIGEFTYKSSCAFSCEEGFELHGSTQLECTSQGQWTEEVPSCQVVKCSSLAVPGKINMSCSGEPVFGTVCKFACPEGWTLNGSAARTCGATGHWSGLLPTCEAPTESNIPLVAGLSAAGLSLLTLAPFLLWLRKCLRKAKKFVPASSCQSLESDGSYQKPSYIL
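Assay system: HUVEC primary endothelial cells. Input: 3,000 HUVEC seeded per well. Doses: one compound dose added by pin transfer. Read-out basis: % PE-positive cells. Benchmarks: TNF-alpha high, DMSO low. Detection: immunofluorescence imaging. Buffer or medium: EGM-2, gelatin.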
RAD54 branch: inhibitors of human RAD54 branch migration, primary screen, biochemical, fluorescence, single point. DNA repair and recombination protein RAD54-like (Homo sapiens), Q92698. actives 0.14% (n = 360,000). RAD54 Holliday junction branch migration, FAM/BHQ fluorescence. inhibition, % at 10.4 µM;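 active = mean normalized replicate activity at least 40 and at least half of replicates scoring 40 or more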;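 also: 0% = median of neutral control wells and 100% = median of positive control wells; inhibitors cause a drop in the FAM fluorescence signal; in these data hits start at about 50%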
CASP6 VEID inh: human caspase-6 inhibitors, primary screen, biochemical, VEID-R110 fluorescence, single point, set 2. P55212. inhibition, % at 12.5 µM. AID 686996, 2013. purified caspase-6, Z-VEID-R110 cleavage fluorescence. actives 0.53% (n = 350,000);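 active = mean inhibition across replicates at least about 35%, with every replicate also reaching that limit, limit read from the data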;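 also: 0% = median of neutral control wells and 100% = no fluorescence left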
esBAF inh: Bmi1 luciferase reporter increase in mESCs, primary screen, esBAF inhibitor project, mouse ES cells, Bmi1 luciferase knock-in, single point. 24 h; 100% = twice the neutral-well signal. reporter increase, % at 12.5 µM. actives 2% (n = 350,000). AID 602393, 2012; in the data active = activation above about 40%;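 also: 0% = median of the plate's neutral control wells and 100% = double that signal; a rise in the Bmi1 reporter signal indicates esBAF inhibition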
ARNT-TACC3 inh: disruptors of ARNT/TACC3 protein interaction, primary screen, biochemical, AlphaScreen, single concentration; Transforming acidic coiled-coil-containing protein 3 (Homo sapiens), Q9Y6A5; AlphaScreen His-ARNT PAS-B/GST-TACC3 binding, luminescence; TACC3 fragment carries E629A point mutation; inhibition, % at 9.99 µM; actives 0.66% (n = 390,000); AID 623870, 2012;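 active = mean inhibition of replicates at least 50% and at least half of replicates each reaching 50%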;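 also: 0% = complete ARNT plus TACC3 wells and 100% = ARNT alone without TACC3; many hits fall short of the cut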
PglD inh: C. jejuni PglD acetyltransferase inhibitors, primary screen, biochemical, DTNB colorimetric, single point; purified PglD enzyme, DTNB colorimetric CoA detection; inhibition, % at 12.5 µM; actives 0.098% (n = 360,000); in the data active = inhibition above about 16%, passing the limit was not always enough; also: strong numbers were not always called active
RAD52 anneal inh: RAD52 DNA annealing inhibitors, primary screen, biochemical, FRET, single point, set 2; actives 0.46% (n = 360,000); DNA repair protein RAD52 homolog (Homo sapiens), P43351; inhibition, % at 18.7 µM; recombinant RAD52 DNA annealing, FRET fluorescence;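 active = every replicate showing at least 50% inhibition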
Target sequence (P43351 whole entry, looked up): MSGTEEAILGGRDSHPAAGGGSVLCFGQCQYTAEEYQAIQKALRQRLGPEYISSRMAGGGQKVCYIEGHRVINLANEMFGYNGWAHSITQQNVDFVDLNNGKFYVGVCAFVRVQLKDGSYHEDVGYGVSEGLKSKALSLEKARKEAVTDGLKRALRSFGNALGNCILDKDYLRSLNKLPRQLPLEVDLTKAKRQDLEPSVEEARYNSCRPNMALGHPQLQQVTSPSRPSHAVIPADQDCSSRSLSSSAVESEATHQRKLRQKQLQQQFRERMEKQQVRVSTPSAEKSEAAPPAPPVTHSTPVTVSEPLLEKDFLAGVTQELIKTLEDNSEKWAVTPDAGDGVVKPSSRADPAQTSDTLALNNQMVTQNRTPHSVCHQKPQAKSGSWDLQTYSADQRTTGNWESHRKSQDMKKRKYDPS
* hit, by the source's call; . = not tested or not shown.

SMILES | ERp5 inh | E-sel inducer | RAD54 branch | CASP6 VEID inh | esBAF inh | ARNT-TACC3 inh | PglD inh | RAD52 anneal inh
COc1ccc(C(C(=O)NC2CCCCC2)n2c(=O)c(-c3cc4ccccc4[nH]3)nc3ccccc32)cc1 (stereo unspecified) | -2 | 0.5 | . | -2 | . | . | . | -26
CCOC(=O)[C@]12CCC=C1N(Cc1ccco1)C(=O)[C@H](CC(=O)N1CCN(C(=O)c3ccco3)CC1)C2 | -1 | 0.5 | . | 2 | . | . | . | -16
CCCCN(C)CCNC(=O)c1ccc2c(c1)NC(=O)C(N1CCCCC1)S2 (stereo unspecified) | . | . | 15 | . | -9 | -6 | -5 | .
C#CC[N+](CC)(CC)CC#Cc1ccccc1 | 4 | 0.0 | 8 | -1 | -6 | . | 1 | -7
COc1ccc(NC(=O)C2CCCO2)c(OC)c1 (stereo unspecified) | -12 | . | 0 | 1 | 2 | -2 | 5 | 1
N#C[C@@H]1[C@H](c2ccc(C#Cc3ccccc3F)cc2)[C@H](CO)N1C(=O)c1cccnc1 | -5 | 0.5 | 12 | -1 | 13 | 3 | 6 | -75
C[C@@H]1CN([C@H](C)CO)C(=O)c2cc(Br)cnc2O[C@@H]1CN(C)C(=O)c1ccc(F)cc1 | -5 | -0.3 | 9 | 0 | -4 | -7 | -1 | 10
COc1ccc(CCNC(=O)CN2C(=O)C3(OCCCO3)c3ccccc32)cc1OC | . | . | -7 | . | -8 | 3 | 1 | .
COc1ccc(CNC(=O)c2cccc3c(-c4cccc(C(N)=O)c4)coc23)cc1OC | 0 | 0.1 | -9 | 16 | -24 | . | 5 | 1
Cc1ccccc1S(=O)(=O)NCC[C@@H]1CC[C@H](NC(=O)C2CCCCC2)[C@H](CO)O1 | -3 | -0.4 | -6 | 2 | 6 | -11 | -2 | -1
CCCC1(CCC)NC(=O)N(CC(=O)Nc2ccc(Cl)c(S(=O)(=O)N3CCOCC3)c2)C1=O | -6 | -0.1 | -4 | 12 | 0 | -3 | -1 | -2
Cc1nc2cc(C(=O)O)ccc2n1-c1ccccc1 | 3 | -0.1 | -15 | -1 | 1 | -7 | -1 | -4
C[C@@H]1CN([C@H](C)CO)C(=O)Cc2cc(NC(=O)Nc3ccc4c(c3)OCO4)ccc2O[C@H]1CN(C)S(C)(=O)=O | 4 | -1.8 | -6 | -1 | 1 | -33 | -2 | 10
O=S(=O)(CCc1ccccc1)CS(=O)(=O)CCc1ccccc1 | 0 | . | -2 | -2 | 2 | 2 | 0 | 0
COC(=O)Cc1cnc(NC(=O)CSc2nc(C(C)C)cc(=O)[nH]2)s1 | 1 | . | -3 | 2 | 0 | -3 | 6 | -16
NNC(=O)COc1ccccc1[N+](=O)[O-] | -4 | 5.8 | . | -3 | . | 2 | . | -13
O=C(CSc1nc2ccccc2c(=O)n1CC1CCCO1)N1CCN(c2ccccc2)CC1 (stereo unspecified) | . | . | -7 | . | -2 | 1 | 3 | .
COc1ccc(-n2c(=S)[nH]c3cc(C(=O)Nc4ccc(F)cc4)ccc3c2=O)c(OC)c1 | -8 | . | 6 | 3 | 8 | 4 | 0 | 5
CCCN1CCN(C(=O)c2cc(COc3ccc4ncccc4c3)on2)CC1 | 2 | . | . | -3 | . | -3 | . | -10
Cc1nc2nc(SCC(=O)N3CCOCC3)nn2c(C)c1Cc1ccccc1 | . | . | 8 | . | 3 | -2 | -4 | .
CC(C)Cn1c(N)c(C(=O)COC(=O)CCc2nc3ccccc3c(=O)[nH]2)c(=O)n(C)c1=O | 6 | -1.1 | -5 | 2 | -4 | . | -4 | -22
O=C(CSc1nnc2ccccn12)c1ccc(OC(F)F)cc1OC(F)F | . | . | 11 | . | 15 | -2 | 5 | .
CCCNC(=O)C[C@H]1CC[C@H]2[C@@H](COC[C@H](O)CN2Cc2cccc(F)c2)O1 | -2 | 0.1 | 2 | 0 | 2 | 3 | -5 | -2
C[C@H](CO)N1C[C@H](C)[C@@H](CN(C)Cc2ccc(Cl)c(Cl)c2)Oc2ccc(NS(C)(=O)=O)cc2CC1=O | -5 | -4.1 | -5 | -2 | 2 | -11 | -4 | 30
COc1ccc(S(=O)(=O)N(C)C[C@H]2Oc3ccc(NC(=O)NC4CCCCC4)cc3CC(=O)N([C@H](C)CO)C[C@H]2C)cc1 | -2 | 0.3 | 5 | -3 | -4 | -2 | -1 | -19
CCCCN1CC(=O)N2[C@H](c3ccc(OC)cc3)[C@@H]3C(=O)N(CC)C(=O)[C@@H]3[C@]2(Cc2ccccc2)C1=O | 7 | 0.0 | 7 | -3 | -5 | 3 | -8 | -12
CC1CCCN(CCC(=O)Nc2ccccc2)C1 (stereo unspecified) | -4 | -0.1 | . | 0 | . | . | . | -14
O=C1CCC(O)CCN1CCSc1ccccc1 (stereo unspecified) | 2 | . | -6 | -5 | 28 | -1 | -1 | -1
O=C(C[C@H]1CC[C@@H](NC(=O)C2CCOCC2)[C@H](CO)O1)NCC1CC1 | -1 | -0.2 | . | 1 | . | . | . | -4
CCc1c(C)nc(SCC(N)=O)c(C#N)c1C | 5 | . | -7 | -1 | 0 | -5 | -2 | -6
C[C@H]1CN([C@@H](C)CO)C(=O)Cc2cc(NC(=O)CCCN(C)C)ccc2O[C@H]1CN(C)S(=O)(=O)c1ccc(F)cc1 | 0 | 0.0 | 15 | -5 | 0 | 0 | 3 | 10
CCN1C(=NCc2ccc(OC)cc2)N[C@@H](c2ccccc2)C(C(=O)OC)=C1C | 4 | -0.2 | -16 | . | -8 | -3 | 3 | -8
COc1ccc(-n2nnnc2SCC(=O)Nc2ccccc2F)cc1 | 2 | . | 2 | -2 | -2 | 0 | 0 | -15
COc1ccc(Cl)cc1NC(=O)COC(=O)c1cc(C)oc1C | 2 | . | -3 | -5 | -4 | -3 | 0 | -18
COc1ccc(N(Cc2cc(=O)[nH]c3ccccc23)C(=O)c2ccco2)cc1 | -1 | . | 3 | 4 | 0 | -3 | 3 | -6
C[C@@H]1CCCCO[C@H](CN(C)S(=O)(=O)c2cn(C)cn2)[C@H](C)CN([C@@H](C)CO)C(=O)c2cc(NC(=O)Nc3ccc(C(F)(F)F)cc3)ccc2O1 | . | 1.0 | -10 | . | -5 | -4 | -1 | .
Cc1ccc(-c2cnc3c(Cl)c(C)nn3c2)cc1 | 4 | 0.3 | -6 | 4 | -28 | 21 | -2 | -5
O=C(CSc1cccc[n+]1[O-])Nc1cc([N+](=O)[O-])ccc1Cl | 1 | . | . | -7 | -12 | 4 | . | -13
CC(C)NC(=O)C1(C)CCN1Cc1cccc(C#N)c1 (stereo unspecified) | 0 | 0.0 | 8 | 1 | -1 | . | 6 | -9
CCCn1nnc(NC(=O)Cc2ccc(Cl)cc2)n1 | -4 | . | 9 | 0 | -5 | 3 | -1 | -8
Cn1c(=O)c2c(SCC(=O)Nc3ccccc3F)nc(-c3ccccc3F)nc2n(C)c1=O | -5 | 0.6 | -5 | 0 | -2 | 1 | -1 | -4
Cc1occc1C(=O)NCc1ccc2c(c1)OCO2 | . | . | -2 | . | -3 | -7 | -4 | .
CN(C)S(=O)(=O)c1ccc(N2CCCC2)c(C(=O)NC2(C)CCS(=O)(=O)C2)c1 (stereo unspecified) | -2 | -0.2 | 4 | 0 | 4 | -2 | 5 | -6
COc1ccc2c3c([nH]c2c1)[C@@H](CO)N(CC1CCOCC1)CC31CN(C(=O)C2CC2)C1 | 3 | -0.5 | . | 10 | . | . | . | -60
CCNC(=O)CC1C(=O)N(c2ccc(C)cc2)C(=O)N1Cc1ccccn1 (stereo unspecified) | . | . | -3 | . | -1 | 25 | -1 | .
Cc1ccc(CCNC(=O)C2CCCN(C(=O)c3cc4sccc4n3C)C2)cc1 (stereo unspecified) | . | . | 10 | . | 1 | -5 | -1 | .
CCc1c(C)sc(NC(=S)N2CC(C)OC(C)C2)c1C(=O)OC (stereo unspecified) | 0 | 0.0 | . | -3 | . | 1 | . | -1
CCOc1ccc2cc(C3CC(c4ccco4)=NN3S(C)(=O)=O)c(Cl)nc2c1 (stereo unspecified) | -1 | . | . | 4 | . | 6 | . | -20
O=C(NCc1ccccc1Cl)C1CCC(CNc2c(N3CCOCC3)c(=O)c2=O)CC1 (stereo unspecified) | 6 | . | -5 | 1 | . | 2 | -1 | -9
O=C(Nc1ccc2c(c1)OCO2)N[C@@H]1C=C[C@H](CC(=O)N2CCN(c3ccccc3)CC2)O[C@@H]1CO | -4 | -0.2 | . | 1 | . | . | . | 15

Some of these compounds in order of count of non-hydrogen atoms, ascending:
SMILES | ERp5 inh | E-sel inducer | RAD54 branch | CASP6 VEID inh | esBAF inh | ARNT-TACC3 inh | PglD inh | RAD52 anneal inh
Cc1occc1C(=O)NCc1ccc2c(c1)OCO2 | . | . | -2 | . | -3 | -7 | -4 | .
CCc1c(C)sc(NC(=S)N2CC(C)OC(C)C2)c1C(=O)OC (stereo unspecified) | 0 | 0.0 | . | -3 | . | 1 | . | -1
CN(C)S(=O)(=O)c1ccc(N2CCCC2)c(C(=O)NC2(C)CCS(=O)(=O)C2)c1 (stereo unspecified) | -2 | -0.2 | 4 | 0 | 4 | -2 | 5 | -6
Cc1ccc(CCNC(=O)C2CCCN(C(=O)c3cc4sccc4n3C)C2)cc1 (stereo unspecified) | . | . | 10 | . | 1 | -5 | -1 | .
COc1ccc2c3c([nH]c2c1)[C@@H](CO)N(CC1CCOCC1)CC31CN(C(=O)C2CC2)C1 | 3 | -0.5 | . | 10 | . | . | . | -60
O=C(Nc1ccc2c(c1)OCO2)N[C@@H]1C=C[C@H](CC(=O)N2CCN(c3ccccc3)CC2)O[C@@H]1CO | -4 | -0.2 | . | 1 | . | . | . | 15

Other structures
SMILES | ERp5 inh | E-sel inducer | RAD54 branch | CASP6 VEID inh | esBAF inh | ARNT-TACC3 inh | PglD inh | RAD52 anneal inh
C[C@H](CO)N1C[C@H](C)[C@@H](CN(C)CC2CCCCC2)Oc2ccc(NS(C)(=O)=O)cc2CC1=O | 4 | 0.0 | -3 | -7 | 5 | 5 | -1 | 4
COc1cc2c(cc1OC)C(c1ccco1)CC(=O)N2 (stereo unspecified) | -3 | 1.4 | 5 | 2 | -5 | 2 | 1 | -14
COc1ccc(NC(=O)N(C)C[C@H]2Oc3ccc(NC(=O)C4CC4)cc3C(=O)N([C@H](C)CO)C[C@H]2C)cc1 | -7 | 1.5 | 4 | 0 | 0 | -15 | 0 | -8
C[C@@H]1CCCCO[C@@H](CN(C)S(=O)(=O)c2cccs2)[C@@H](C)CN([C@@H](C)CO)C(=O)c2cc(NC(=O)Nc3ccc4c(c3)OCO4)ccc2O1 | -4 | -0.1 | 0 | -1 | 9 | -4 | 5 | -5
O=C(O)C1C2CCC(C2)C1C(=O)Nc1ccccc1 (stereo unspecified) | -3 | 3.0 | . | 2 | . | -5 | . | -8
COc1ccc(NC(=S)Nc2cc(-c3ccccc3)[nH]n2)cc1Cl | . | . | -13 | . | 6 | 0 | -5 | .
COc1cc(OC)cc(C(=O)NCC(=O)OCC(=O)NC(C)CCc2ccccc2)c1 (stereo unspecified) | -5 | . | -4 | 5 | 2 | . | 2 | -4
O=C(O)c1cc(NC(=O)C2CCCO2)cc(C(=O)O)c1 (stereo unspecified) | 2 | 0.0 | -2 | -2 | -3 | -4 | 1 | -3
CCc1n[nH]c(=S)n1/N=C/C(C)=C\c1ccccc1 | -2 | . | -12 | 1 | 22 | 6 | -3 | -5

Assay outcomes as filed in PubChem BioAssay.
